TcdB inh = TcdB glycohydrolase inhibitors, primary screen, biochemical, single point, plate reader; Toxin B (Clostridioides difficile), P18177; TcdB glycohydrolase enzymatic assay; inhibition, % at 9.99 µM; actives 0.24% (n = 350,000); in the data active means inhibition above about 10%
Yp Topo-I inh = Yersinia pestis topoisomerase I inhibitors, primary screen, biochemical, cleavage product accumulation, plate reader, single point; DNA topoisomerase I (Yersinia pestis CO92); Y. pestis Topo-I cleavage product accumulation; activity, % at 10 µM; actives 0.064% (n = 360,000); AID 504884, 2011; in the data active means activity above about 50%, passing the limit was not always enough; inconclusive means no clear call, values can overlap the other calls; further: inactives centre near 2
PfHsp40 yeast = rescue of yeast from PfHsp40 toxicity, primary screen, S. cerevisiae, ATP luminescence. S. cerevisiae expressing PfHsp40, growth rescue. growth rescue, % at 12.5 µM. actives 0.68% (n = 340,000). AID 504582, 2011; in the data active means growth rescue above about 28%, passing the limit was not always enough; inconclusive means no clear call, values can overlap the other calls;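 further: yeast W303a lacking pdr1 and pdr3 grown in galactose medium; growth measured after three days at 30 °C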
GDH-TPI inh = GDH-TPI coupling enzyme inhibitors, primary screen, artefact control for M. tuberculosis FBA inhibitor project, biochemical, absorbance, full deck; inhibition, % at 4.8 µM; actives 1.2% (n = 360,000); GDH-TPI coupled enzyme counterscreen, NADH absorbance; in the data active means inhibition above about 30%;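 further: 0% = DMSO wells and 100% = wells lacking the enzyme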
BioA inh = M. tuberculosis BioA enzyme inhibitors, primary screen, biochemical, plate reader, single point, HTS; 7,8-diaminopelargonic acid synthase BioA (Mycobacterium tuberculosis); AID 602481, 2012; actives 0.096% (n = 360,000); inhibition, % at 9.99 µM; purified M. tuberculosis BioA enzyme; in the data active means inhibition above about 40%; inconclusive means no clear call, values can overlap the other calls
Mtb UGM inh = M. tuberculosis UGM enzyme inhibitors, primary screen, biochemical, fluorescence polarization, single point; UDP-galactopyranose mutase (Mycobacterium tuberculosis (strain ATCC 25618 / H37Rv)), …; purified UGM, fluorescence polarization probe displacement; inhibition, % at 10 µM; actives 0.06% (n = 320,000); in the data active means inhibition above about 10%, passing the limit was not always enough; inconclusive means no clear call, values can overlap the other calls
Target sequence (P9WIQ1 whole entry, looked up): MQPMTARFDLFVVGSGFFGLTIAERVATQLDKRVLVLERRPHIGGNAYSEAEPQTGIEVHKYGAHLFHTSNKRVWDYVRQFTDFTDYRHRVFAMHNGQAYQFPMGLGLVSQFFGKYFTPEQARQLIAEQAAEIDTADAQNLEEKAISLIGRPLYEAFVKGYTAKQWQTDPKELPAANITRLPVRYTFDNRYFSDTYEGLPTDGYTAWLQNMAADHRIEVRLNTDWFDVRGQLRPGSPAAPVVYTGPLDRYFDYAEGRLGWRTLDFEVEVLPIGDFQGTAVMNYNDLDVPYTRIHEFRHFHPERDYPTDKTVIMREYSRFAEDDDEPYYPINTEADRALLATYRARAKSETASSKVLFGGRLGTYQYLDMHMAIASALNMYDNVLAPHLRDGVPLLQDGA
Mtb FBA inh = Mtb FBA enzyme inhibitors, primary screen, biochemical, fluorescence, strain H37Rv | inhibition, % at 1 µM | actives 2.3% (n = 360,000) | AID 588726, 2011 | Fructose-bisphosphate aldolase (Mycobacterium tuberculosis (strain ATCC 25618 / H37Rv)), … | purified M. tuberculosis FBA, fluorescence read-out; in the data active means inhibition above about 27%;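 further: 0% = vehicle and 100% = reference inhibitor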
Target sequence (P9WQA3 whole entry, looked up): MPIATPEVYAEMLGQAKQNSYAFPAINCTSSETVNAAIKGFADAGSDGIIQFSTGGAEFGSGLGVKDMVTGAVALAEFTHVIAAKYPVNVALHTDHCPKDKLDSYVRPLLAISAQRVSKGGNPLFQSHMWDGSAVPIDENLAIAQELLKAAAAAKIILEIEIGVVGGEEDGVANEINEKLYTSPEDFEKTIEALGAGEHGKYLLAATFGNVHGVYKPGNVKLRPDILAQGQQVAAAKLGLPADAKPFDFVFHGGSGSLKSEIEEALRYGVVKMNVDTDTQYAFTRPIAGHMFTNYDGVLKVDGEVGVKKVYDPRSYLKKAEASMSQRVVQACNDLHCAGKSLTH
Vc quorum ag = inducers of Vibrio cholerae quorum light production without autoinducers, primary screen, BH1578 luxS cqsA deficient, single point. actives 0.16% (n = 350,000). AID 588436, 2011. activation, % at 18.7 µM. V. cholerae BH1578 lux reporter, luminescence, 6 h; in the data active means activation mostly above about 9.7%, no sharp cut-off; inconclusive means no clear call, values can overlap the other calls; inactive means mostly below about 3.7%; further: not every result past the cut was called active; inactives centre near 0; reference of the scale not given here
FadD28 FP inh = inhibitors of FadD28 bisubstrate probe binding, primary screen, biochemical, fluorescence polarization, single point | Mycobacterium tuberculosis FadD28 fatty-acid-AMP ligase | inhibition, % at 12.5 µM | actives 0.22% (n = 360,000); in the data active means inhibition above about 8.5%, passing the limit was not always enough; inconclusive means no clear call, values can overlap the other calls
* hit, by the source's call; i = inactive; ? = inconclusive; . = no result given; & = joins results of further samples. Rows were taken by chance; 4.6% or so of the library scored in one or more.

canonical_smiles,TcdB inh,Yp Topo-I inh,PfHsp40 yeast,GDH-TPI inh,BioA inh,Mtb UGM inh,Mtb FBA inh,Vc quorum ag,FadD28 FP inh
CSCCC(NS(=O)(=O)c1c(Cl)cccc1Cl)C(=O)O (stereo unspecified),1.3,-14,-0.8,1,2.0,.,6,-0.2,-1.4
CCn1c(O)c(C=NCCN2CCOCC2)c(=O)n(CC)c1=S,-0.2,-6,0.5,29,-0.2,1.2,-4,-0.8,-1.4
COc1ccc(C2=NOC(C(=O)N3CCN(c4ccccc4OC)CC3)C2)cc1 (stereo unspecified),1.4,24,1.2,-12,-0.5,1.6,0,-1.5,-0.6
Cc1ccc(-c2csc3ncnc(Oc4cccc5ccc(C)nc45)c23)cc1,-0.3,26,1.6,5,.,-1.9,-6,i,-3.1
COc1cc(/C=N/NC(=O)CSc2cc(C)c(Br)cc2C)ccc1O,.,4,3.1,18,-4.0,1.4,-1,-1.2,-0.4
COc1ccc(CCNC(=O)Nc2ccc(F)cc2F)cc1OC,-0.9,-5,23,-1,-1.4,1.7,1,-1.0,0.8
CCCS(=O)(=O)NC(=O)C1(C)CCN(C(=O)c2ccc3ccccc3n2)C1 (stereo unspecified),.,1,.,12,0.2,.,3,i,0.8
Cc1cc2nc(C)n(CCCN)c2cc1C,.,4,0.0,14,-0.4,-0.9,-1,-0.1,-1.7
O=C(CCCN1C(=O)NC2(CCCC2)C1=O)Nc1cccc(S(=O)(=O)N2CCOCC2)c1,1.4,-1,-2.9,6,-0.6,.,4,i,-1.1
CCCn1c(SCc2ccon2)nc2ccccc2c1=O,.,0,2.6,8,.,0.2,0,0.7,-1.8
Cc1ccc(Cl)cc1N1CCN(C(=O)Cn2ncn3cccc3c2=O)CC1,-0.2,2,-0.9,0,0.0,2.9,0,-0.1,-0.8
CSc1oc(-c2ccco2)nc1S(=O)(=O)c1ccccc1,-4.8,4,0.7,-2,-1.6,3.3,0,-0.3,-1.0
Cc1ccc(S(=O)(=O)Nc2ccc(N(C)C)cc2)cc1,-37,-1,9.8,-1,.,-2.0,6,-0.7,0.8
Cc1ccc(S(=O)(=O)NNC(=S)NCC2CCCO2)cc1 (stereo unspecified),0.3,-4,0.2,-4,-1.8,3.1,-3,-0.3,-1.4
COc1ccccc1C1NC(=O)NC(C)=C1C(=O)OC1CCC(C)CC1 (stereo unspecified),1.2,11,-1.0,0,-1.7,-2.7,-1,0.7,-0.7
CCOC(=O)C1=C(COC(=O)/C=C/c2cc(Br)ccc2F)NC(=O)NC1C (stereo unspecified),1.3,29,1.8,-1,-1.1,5.1,-1,-2.8,-2.6
COC(=O)c1cc(C)sc1NC(=O)C1CC(=O)NN1Cc1ccccc1 (stereo unspecified),-3.4,27,-0.4,-1,.,1.7,0,-0.2,-5.1
Cc1nc(N)nc(COc2ccccc2)n1,-0.1,-2,0.3,-1,.,6.1,0,-0.7,-3.6
CCOC(=O)CC(C(=O)OCC)P(=O)(c1ccccc1)c1ccccc1 (stereo unspecified),.,6,0.6,6,0.4,-3.8,1,-1.2,-2.6
O=C1NC(=O)C(=Cc2ccc(Cl)cc2Cl)S1,2.8,-2,?,18,1.2,.,0,i,-10
COc1cc(NC(=O)C2CC(c3ccccc3O)=NO2)c(OC)cc1Cl (stereo unspecified),0.1,9,-1.1,-1,-1.1,-1.8,-1,1.7,0.7
Cc1ccc(/C=C/C(=O)OCC(=O)c2ccc3c(c2)NC(=O)CO3)o1,1.1,18,-0.7,25,-1.8,-0.1,-4,i,-2.8
O=C(NNC1CC(=O)N(c2ccccc2)C1=O)c1ccc(COc2ccccc2Cl)o1 (stereo unspecified),-3.5,14,0.5,9,.,-2.4,2,-0.3,1.0
CCn1cc(C(=O)NCCCN2CCCC(C)C2)c(=O)c2cc(S(=O)(=O)N3CCc4ccccc4C3)ccc21 (stereo unspecified),1.7,-11,-1.1,1,18,-0.1,3,i,-3.5
COC(=O)CSc1nnc(CNC(=O)Cc2ccccc2)n1-c1ccccc1OC,-0.1,2,0.8,-1,.,1.7,3,-0.3,0.0
O=S(=O)(c1ccc(F)c(F)c1)N1CCN(c2ncccn2)CC1,1.4,7,1.1,3,-0.4,1.7,0,-1.3,-0.2
Clc1ccc(-c2cc(COc3ccccc3)no2)cc1Cl,.,-7,0.1,3,.,2.4,3,i,0.7
O=C(CSC1CN(C(c2ccccc2)c2ccccc2)C1)N/N=C/c1ccc(Cl)cc1Cl,0.7,0,1.2,0,.,-4.9,0,i,-1.0
Cc1ccc(S(=O)(=O)CC(=O)Nc2cc(C)on2)cc1,0.2,-6,-0.5,-7,-6.9,1.3,-2,-0.2,-2.0
Fc1cccc(-c2cc3nc(-c4ccccc4)cc(N4CCC5(CC4)OCCO5)n3n2)c1,.,4,4.0,7,-3.4,-0.2,53*,i,-4.9
Cc1ccc(C(=O)c2cc(C)sc2NC(=O)CN2CCN(C(=O)c3ccco3)CC2)cc1,.,-1,7.1,12,-1.3,1.6,3,-1.8,-1.6
COc1cc(C(=O)OCC(=O)NCC2CCCCC2)ccc1OCC(C)C,2.3,2,0.8,11,.,-2.2,-3,-0.7,-0.7
O=C(CCNS(=O)(=O)c1ccccc1C(F)(F)F)Nc1ccncc1,0.4,-8,-1.3,7,0.4,-0.2,-5,-6.2,-3.3
CC1Sc2ccc(S(=O)(=O)CCC(=O)NCc3ccc(Cl)cc3)cc2NC1=O (stereo unspecified),-0.6,27,0.0,7,13,2.1,2,-0.3,-4.1
COc1ccc(C2c3ccc(O)cc3Oc3ncn4nc(-c5ccccn5)nc4c32)cc1 (stereo unspecified),0.5,14,-0.5,36*,0.2,-1.8,4,i,-2.1
O=C(O)C1CCCN(S(=O)(=O)c2ccc(Cl)s2)C1 (stereo unspecified),-3.8,10,-0.2,5,-0.4,1.0,4,-0.2,-0.1
Cc1c(Br)c(C(F)(F)F)nn1CC(=O)NCCN1CCOCC1,.,-1,0.7,-2,0.4,0.9,-6,8.3,-3.1
C[C@H](CO)N1C[C@H](C)[C@H](CN(C)C(=O)Nc2ccc(C(F)(F)F)cc2)Oc2ncc(Br)cc2C1=O,0.0&4.1,7,.,-16,2.3&1.6,.,1,-0.5,-3.1
CCCCn1c(N)c(N(CC(C)C)C(=O)CN2C(=O)C3CCCCC3C2=O)c(=O)[nH]c1=O (stereo unspecified),3.8,1,-0.3,6,.,2.2,4,i,-0.8
CCOC(=O)C1(CC2CC2)CCN(C(=O)c2cccnc2C)CC1,0.4,-8,-0.8,2,-1.8,0.2,5,i,1.9
CC(C)Cn1cnc2c(c(-c3ccccc3)c(-c3ccccc3)n2Cc2ccco2)c1=N,.,12,1.3,10,-0.7,-1.2,2,-1.4,-2.3
CC(C)Nc1ccc(Nc2ccnc3cc4ccccc4cc23)cc1,7.2,-10,-1.0,-1,.,1.1,-2,-0.2,-1.6
CN(C)C(CNC(=O)c1ccc(S(=O)(=O)Nc2ccccc2F)cc1)c1ccccc1 (stereo unspecified),0.5,-6,0.3,12,1.8,0.4,6,i,-1.5
CC(=O)c1ccc(NC(=O)CN2CCOCC2)cc1,-1.0,0,-0.9,3,3.8,0.2,-1,-0.3,-1.6
COc1ccccc1CN1CC(C(=O)NCc2cccc(Cl)c2)CCC1=O (stereo unspecified),-10.0,-2,-1.5,3,1.4,-3.4,2,-3.1,-1.9
COc1ccc(CNc2nc(NCc3ccc(OC)cc3)n(C(C)=O)n2)cc1,.,42,0.3,10,-2.2,.,0,-0.4,-0.5
c1ccc(CCn2cccc2)nc1,-1.6,5,0.3,-4,0.8,.,0,i,.
C#CCN(C(=O)c1cc(COc2ccc(C)c(C)c2)on1)C1CCCCC1,-1.3,26,1.5,-6,-0.9,0.9,2,-0.2,-1.9
COc1ccc(CCN(C)C(=O)CSc2nnnn2C)cc1OC,1.6,-3,4.3,0,.,4.8,-1,-0.1,-1.8
Cc1ccc(Oc2ncccc2C(=O)NC2CCSC2=O)cc1 (stereo unspecified),-0.1,8,-0.4,-3,.,-0.9,0,i,-1.1
CCCCN1C(=N)N([C@@H](C)CN2CCC[C@H]2CN2C(N)=NC[C@H]2CC(C)C)C[C@H]1[C@H](C)CC,-0.2,2,1.1,3,-1.9,5.6,0,i,-2.7
COc1ccc(C2CC(=O)C(C=NCCO)=C(O)C2)cc1OC (stereo unspecified),.,7,-1.8,12,0.5,2.8,4,0.7,0.6
CCOCCc1nnc(NC(=O)CSc2ccccc2)s1,.,12,0.8,2,-2.0,2.7,2,-1.3,-4.0
CCOc1ccc(N=C2SCCCN2C)cc1,.,-11,2.8,-2,-0.2,4.2,2,i,-1.1
O=S(=O)(c1c(Cl)cc(Br)cc1Cl)N1CCN(C(=S)NC2CC2)CC1,-4.9,-5,-0.2,5,-2.3,-0.9,4,i,-2.5
CCOc1cc(C2C(C(=O)c3ccco3)=C(O)C(=O)N2CCc2ccccc2)ccc1O (stereo unspecified),.,-6,1.2,22,4.9,-0.3,1,-0.3,-0.8
Fc1ccc2c(Cl)c(-c3nnc(-c4cccs4)o3)sc2c1,.,-2,-0.4,-2,-0.4,1.5,2,0.2,0.2
COc1ccc(CC(=O)NCC(C)(C)N2CCOCC2)cc1,-2.4,4,-0.3,-5,-1.6,-0.1,1,-0.4,1.3
Cc1ccc(C(C)C)cc1OCC(=O)NNC(=O)Nc1ccccc1,-4.6,-1,-0.3,10,0.0,-1.0,10,i,1.2
O=C(NC(=S)NCC1CCCO1)c1ccco1 (stereo unspecified),1.6,5,-0.5,-4,.,1.8,-1,-0.5,1.0

Full records from above.
COc1ccc(C2c3ccc(O)cc3Oc3ncn4nc(-c5ccccn5)nc4c32)cc1 (stereo unspecified) is entered as TcdB inh: 0.5; Yp Topo-I inh: 14; PfHsp40 yeast: -0.5; GDH-TPI inh: 36*; BioA inh: 0.2; Mtb UGM inh: -1.8; Mtb FBA inh: 4; Vc quorum ag: i; FadD28 FP inh: -2.1
O=C(NC(=S)NCC1CCCO1)c1ccco1 (stereo unspecified) is entered as TcdB inh: 1.6; Yp Topo-I inh: 5; PfHsp40 yeast: -0.5; GDH-TPI inh: -4; BioA inh: .; Mtb UGM inh: 1.8; Mtb FBA inh: -1; Vc quorum ag: -0.5; FadD28 FP inh: 1.0

More records:
canonical_smiles,TcdB inh,Yp Topo-I inh,PfHsp40 yeast,GDH-TPI inh,BioA inh,Mtb UGM inh,Mtb FBA inh,Vc quorum ag,FadD28 FP inh
COc1ccc(/C(O)=C2\C(=O)C(=O)N(Cc3ccco3)C2c2ccc(OC)cc2OC)cc1 (stereo unspecified),.,3,2.0,23,-1.9,-0.5,-2,6.2,-1.5
O=C1N=C(N2CCCCC2)S/C1=C\c1cn[nH]c1-c1ccccc1,.,-7,1.7,9,.,-1.2,0,-0.4,1.6
CN(CCCn1cnc2c(OCc3ccccc3)ncnc21)CCc1ccccn1,0.2,13,0.3,-2,0.0,.,1,i,-0.7
Cc1cc(C)c(C#N)c(SCCS(=O)(=O)c2ccc(C(C)(C)C)cc2)n1,.,4,0.1,7,-0.3,-0.8,3,4.8,2.5

Random excerpt: 2 compounds from above.
canonical_smiles,TcdB inh,Yp Topo-I inh,PfHsp40 yeast,GDH-TPI inh,BioA inh,Mtb UGM inh,Mtb FBA inh,Vc quorum ag,FadD28 FP inh
O=C1N=C(N2CCCCC2)S/C1=C\c1cn[nH]c1-c1ccccc1,.,-7,1.7,9,.,-1.2,0,-0.4,1.6
COc1ccc(/C(O)=C2\C(=O)C(=O)N(Cc3ccco3)C2c2ccc(OC)cc2OC)cc1 (stereo unspecified),.,3,2.0,23,-1.9,-0.5,-2,6.2,-1.5
